Screening results deposited in PubChem by several laboratories.
EBV LMP1 NFkB: inhibitors of Epstein-Barr LMP1-induced NF-kappaB reporter. inhibition, % at 12.5 µM. LMP1-induced NF-kappaB luciferase reporter cells, luminescence. 350,000 compounds, 0.69% hits. AID 504558; in the data active = inhibition above about 41%;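 note: 0% = neutral control wells and 100% = reference inhibitor control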
NR2F2 inh: blocks human COUP-TFII nuclear receptor | P24468 | HEK293T NGFI-A luciferase reporter, luminescence | AID 686940 | 370,000 compounds, 0.7% hits | inhibition, % at 8.6 µM;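 active = inhibition above a per-plate cutoff, mean inhibition of test wells between control levels plus 3 SD, cut at about 38% in these data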;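 note: cells cotransfected with COUP-TFII expression vector driving the NGFI-A reporter; 0% = median of COUP-TF2 test wells and 100% = reporter-only cells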
NOD2-RIPK2 inh: NOD2-RIPK2 protein interaction inhibition; O43353; CHO BLA complementation NOD2-RIPK2, CCF4 ratio; inhibition, % at 4.98 µM; 360,000 compounds, 0.38% hits; AID 624267; in the data active = inhibition above about 21%;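 note: 0% = vehicle only and 100% = reference blocker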
TLR9-MyD88 inh: blocks human TLR9 binding to MyD88; AID 504734; inhibition, % at 4.98 µM; CHO BLA complementation TLR9-MyD88, CCF4 FRET ratio; 340,000 compounds, 0.21% hits;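 active = inhibition above the mean over all tested compounds plus 3 SD, cut at about 21% in these data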;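 note: 0% = DMSO only wells and 100% = clavulanate BLA inhibitor control wells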
ABHD5-PLIN5 inh: inhibitors of human ABHD5-perilipin-5 interaction. AID 602281. Q00G26+Q8WTS1. Split G. princeps luciferase complementation, luminescence, 4 h. inhibition, % at 4 µM. 360,000 compounds, 0.78% hits;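 active = inhibition above the mean inhibition across every tested compound plus 3 SD, cut at about 22% in these data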;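 note: 0% = DMSO only wells and the 100% control is not disclosed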
Target sequence (Q00G26 whole entry, looked up): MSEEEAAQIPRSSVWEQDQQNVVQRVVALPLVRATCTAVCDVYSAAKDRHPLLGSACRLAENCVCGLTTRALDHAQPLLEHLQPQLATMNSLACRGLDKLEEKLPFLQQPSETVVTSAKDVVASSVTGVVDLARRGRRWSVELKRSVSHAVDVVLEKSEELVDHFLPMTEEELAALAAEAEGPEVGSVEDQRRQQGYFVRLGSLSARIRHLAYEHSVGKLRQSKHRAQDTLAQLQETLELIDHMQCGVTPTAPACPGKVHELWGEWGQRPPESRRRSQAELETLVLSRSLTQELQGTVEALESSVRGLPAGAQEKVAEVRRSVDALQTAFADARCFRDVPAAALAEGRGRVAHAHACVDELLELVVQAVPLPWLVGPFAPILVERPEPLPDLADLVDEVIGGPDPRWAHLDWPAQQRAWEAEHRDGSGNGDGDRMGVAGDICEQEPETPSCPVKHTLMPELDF
Target sequence (Q8WTS1 whole entry, looked up): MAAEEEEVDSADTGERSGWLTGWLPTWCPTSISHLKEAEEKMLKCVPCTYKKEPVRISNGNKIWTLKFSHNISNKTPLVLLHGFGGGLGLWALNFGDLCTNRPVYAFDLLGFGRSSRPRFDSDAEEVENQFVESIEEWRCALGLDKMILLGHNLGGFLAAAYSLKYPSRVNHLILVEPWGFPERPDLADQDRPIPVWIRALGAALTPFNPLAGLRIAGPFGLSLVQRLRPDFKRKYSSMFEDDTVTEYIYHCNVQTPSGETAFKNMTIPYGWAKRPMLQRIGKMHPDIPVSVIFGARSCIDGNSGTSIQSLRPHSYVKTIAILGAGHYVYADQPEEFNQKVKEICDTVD
SRC2 inh: inhibits human steroid receptor coactivator 2. HEK293 GAL4-SRC2 luciferase reporter, luminescence. inhibition, % at 9 µM. 370,000 compounds, 0.17% hits. AID 651957;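 active = inhibition above the mean inhibition of all tested compounds plus 3 SD, set per campaign, cut at about 52% in these data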;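 note: 0% = DMSO treated cells and 100% = cells given Gossypol at 36 µM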
SRC1 inh: inhibits human SRC1 coactivator. HEK293 GAL4-SRC1 luciferase reporter, luminescence. inhibition, % at 3.6 µM. 360,000 compounds, 0.12% hits;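 active = inhibition above the campaign mean plus 3 SD, with each screening campaign given its own cutoff, cut at about 60% in these data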;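 note: 0% = DMSO treated cells and 100% = gossypol at 36 µM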
SRC3 inh: human NCOA3 inhibition; Q9Y6Q9; HEK293 GAL4-SRC3 luciferase reporter, luminescence; inhibition, % at 3.6 µM; 360,000 compounds, 0.17% hits; AID 588352;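 active = inhibition above a per-campaign cutoff, the mean of all compounds plus 3 SD, cut at about 60% in these data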;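 note: 0% = DMSO-treated cells and 100% = gossypol-treated cells at 36 µM; higher means less SRC3-driven luciferase light from the GAL4 reporter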
MC4R antag cAMP: blocks human MC4R cAMP signaling; P32245; MC4R-expressing cells, MTII-stimulated cAMP, LANCE TR-FRET; inhibition, % at 6.5 µM; 360,000 compounds, 0.48% hits;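 active = inhibition above its plate's cutoff, the mean of tested wells on that plate plus 3 SD, cut at about 29% in these data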;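 note: 0% = Melanotan II alone and 100% = Melanotan II plus saturating MCL0020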
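material = U2OS cells stably expressing human melanocortin 4 receptor (MC4R) | also added = Melanotan II challenge | dosing = single nominal compound dose of 6.5 µM | detection = TR-FRET with Eu-cAMP and labeled anti-cAMP, 671 nm | replication = singlicate | timing = compound 30 min, challenge 1 h, detection 1 h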
NR5A2 inv ag: suppresses constitutive activity of human LRH-1 | HEK293T StAR-luciferase reporter, LRH-1 transfected, 24 h | inhibition, % at 3.6 µM | 360,000 compounds, 0.13% hits | AID 602396;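 active = inhibition above the mean inhibition of all tested compounds plus 3 SD, cut at about 73% in these data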;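 note: 0% = DMSO wells and 100% = reporter-only cells lacking LRH-1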
MC4R ag barr: activates human MC4R beta-arrestin recruitment. P32245. U2OS MC4R beta-arrestin complementation, luminescence; percent of melanotan II response, DMSO zero. activation, % at 8.9 µM. 360,000 compounds, 0.98% hits. AID 540308;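 active = activation above a per-plate cutoff, the mean activation of sample wells on that plate plus 3 SD, cut at about 8% in these data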
* = called active by the depositor; . = not tested or not shown. Only part of the results is shown (hit frequency here may not be typical).

SRC2 inh	NR2F2 inh	SRC3 inh	NOD2-RIPK2 inh	EBV LMP1 NFkB	MC4R antag cAMP	ABHD5-PLIN5 inh	MC4R ag barr	TLR9-MyD88 inh	NR5A2 inv ag	SRC1 inh	SMILES
-27	1	-2	-4	0	12	1	-1.1	1	1	-8	COc1ccc(CC(=O)OCc2nnc(C3COc4ccccc4O3)o2)cc1OC (stereo not given)
3	0	-3	-8	-2	-10	1	-1.6	4	9	7	O=C(c1cc2n(n1)C(C(F)(F)F)CC(c1ccco1)N2)N1CCN(c2ccccn2)CC1 (stereo not given)
-9	-15	-7	-6	7	6	1	0.2	-3	4	-6	FC(F)(F)c1cc(C(F)(F)F)c2ccc(N3CCN(c4ccc(Cl)cc4)CC3)nc2n1
-26	-37	9	-10	1	11	7	1.1	-8	8	-2	CCCc1nnc(SCC(=O)Nc2cccc(C(F)(F)F)c2)o1
-4	0	7	0	-11	4	-5	-1.0	10	14	1	Cc1noc(C(=O)N2CCN(c3ccc(F)cc3)CC2)c1Cl
-24	-13	7	-7	-7	6	-4	-0.7	-3	2	3	CN(CC(=O)NCc1ccc2c(c1)OCO2)S(=O)(=O)c1ccc(Br)s1
.	.	-7	5	-23	4	7	-1.2	-13	-7	-4	O=C1c2ccccc2C(=O)c2c1cccc2N1CCN(Cc2ccccc2)CC1
9	-24	6	-1	-2	2	-2	-0.5	-1	12	-2	O=C(OCc1ccccc1Cl)c1cc([N+](=O)[O-])ccc1N1CCOCC1
20	0	9	-4	17	3	-2	2.4	5	-1	-8	CC(C)COC(=O)c1nnsc1NC(=O)Nc1ccccc1
-6	-9	3	-1	-1	4	5	0.2	3	-18	-19	COc1cc(OC)c(C2=NOC(C(=O)NCCc3ccccc3)C2)cc1Cl (stereo not given)
17	-13	-10	-3	-9	11	3	-0.6	-20	6	4	Cc1ccccc1C(=O)Nc1ccnn1C1CCN(Cc2ccncc2)CC1
-21	-10	10	-6	-20	2	-6	0.5	-1	8	13	O=C(NCCc1ccccc1)C(=O)Nc1ccc([N+](=O)[O-])cc1
-2	-2	-6	0	0	-3	9	-1.1	-3	-9	-5	Cc1ccc(Cl)cc1NC(=O)CCS(=O)(=O)c1cccc2nonc12
-13	-15	-2	-8	-1	31*	6	-1.7	5	-5	-16	O=C(COC(=O)CNC(=O)c1ccc(Cl)cc1Cl)NCc1ccco1
-2	15	0	-12	4	5	3	0.5	-9	12	12	Cc1nn(C)c(C)c1NS(=O)(=O)c1ccccc1Cl
-13	4	4	-4	1	5	-1	0.1	5	-11	4	CCCCNC(=O)N1CCC(CCC(=O)N(C)Cc2ccccc2)CC1
-6	0	.	-3	.	.	2	.	.	7	.	COc1ccc(COC[C@H](CC(C)C)N2CCN(C(=O)c3cccc(C(F)(F)F)c3)CCC2=O)cc1
2	10	7	-4	-1	8	3	3.7	-3	-7	-6	Cc1c(NC(=O)CN2C(=O)NC(CCc3ccccc3)C2=O)c(=O)n(-c2ccccc2)n1C (stereo not given)
-26	15	-40	6	5	19	-2	-2.5	-7	5	2	Cc1nnc(SCC(=O)c2c(N)n(Cc3ccccc3)c(=O)n(C)c2=O)n1C
-19	-5	-20	8	4	6	0	-0.7	10	8	-29	O=C(NC(=S)Nc1ccc(Cc2ccncc2)cc1)c1ccccc1
-18	16	19	5	-11	-5	12	0.1	7	12	19	O=S(=O)(c1ccc(F)cc1)N1CCN(C(=S)NCc2ccco2)CC1
-17	-4	-42	-7	2	12	-5	-0.5	-5	4	-23	C=CCc1ccccc1OCC(CN1CCCCC1)OC(C)=O (stereo not given)
-22	-6	8	3	-1	3	-2	-0.5	4	-10	6	Cc1ccc(C(=O)NCC(=O)N2CCN(c3ccccc3)CC2)cc1
-17	-1	-16	-2	-4	-1	-5	-0.1	-5	-21	-29	CC(C)C(=O)NCCc1nc(-c2ccccc2)no1
2	6	-8	-7	-3	4	6	-1.0	-1	8	-8	CC(=O)C1=C(O)C=C(c2ccco2)CC1c1ccco1 (stereo not given)
21	9	7	-21	0	2	-5	-2.0	-4	9	11	COCCn1c(SCC(=O)N2CCOCC2)nc2c(c1=O)SCC2
-4	-2	16	-7	1	-1	4	0.6	-5	6	-22	CC(=O)N1c2ccc(S(=O)(=O)NCCC(=O)NCCc3cccc(C)c3)cc2CC1C (stereo not given)
-6	-13	-9	6	5	0	0	-1.5	-2	20	1	COc1ccccc1C1Nc2ccccc2NC2=C1C(=O)CC(C)(C)C2 (stereo not given)
-23	6	-4	3	-6	-13	1	-0.3	1	-12	-13	CSc1nc(NCc2ccco2)c2ccccc2n1
-19	8	-9	-2	-2	1	-1	-0.5	-4	-23	-23	O=C(NCCCN1CCCC1=O)Nc1ccc(Cl)cc1
-4	8	2	-8	-4	7	-2	-3.1	3	-34	-4	Cc1nn(CC(=O)N(C)Cc2ccccc2)c(=O)c2cccn12
-3	-2	8	6	-8	7	-5	-0.1	-4	8	-3	Cc1ccc(CN2C(=O)C(=O)N(CC(N)=O)C2=O)cc1
2	2	-8	-9	-10	-2	-2	-1.4	3	1	-9	Cc1cc(C)nc(NC(=S)Nc2ccccc2)n1
17	-3	7	-10	-6	18	-1	-1.5	-9	-11	1	c1ccc(-c2nnc(-c3ccccc3)c(-c3c[nH]c4ccccc34)n2)cc1
-13	6	17	-1	2	10	2	0.9	-9	-27	0	CCC(C)(C)n1nnnc1C(c1cc(OC)c(OC)c(OC)c1)N1CCN(c2ccccc2)CC1 (stereo not given)
-25	8	-3	1	4	-2	9	-2.9	-3	-6	-24	CSCCC(=O)N1CCCC(CNC(=O)c2ccc(-c3ccccc3)cc2)C1 (stereo not given)
14	-5	-3	-1	-2	0	0	-0.9	-2	1	-16	CCc1ccccc1NC(=S)N1CCC(NC(=O)c2ccc(OC)cc2)CC1
13	6	1	1	5	2	-8	-2.1	-10	12	-18	CN(Cc1ccc(F)cc1)S(=O)(=O)c1nnc(NC(=O)c2ccccc2Br)s1
8	3	-9	15	-12	7	-6	0.1	13	9	-24	CC(C)c1ccc(C2(C)NC(=O)N(CC(=O)NC3CCCC(C)C3C)C2=O)cc1 (stereo not given)
-4	17	24	1	-4	19	3	1.9	-9	12	6	CC(C)CC(=O)Nc1nnc(CSCc2ccc(F)cc2)s1
0	-9	8	-7	-6	20	3	-1.5	-15	-8	1	Cc1csc(SCC(=O)Nc2cc(S(=O)(=O)N3CCOCC3)ccc2N2CCOCC2)n1
1	5	13	9	2	0	4	-2.8	-14	-6	-4	COCCCNC(=O)C1CCN(C(=O)c2cc3sccc3n2Cc2ccc(F)cc2)CC1
-28	8	-21	0	-12	0	-3	-0.6	-8	15	-5	O=C(COC(=O)c1c(F)cccc1F)Nc1ccc(N2CCCCC2)cc1
-26	13	-6	1	.	11	5	-1.6	.	-33	10	CCNC(=O)C1(C)CCCN(C(=O)c2cc(-c3ccccc3)cs2)C1 (stereo not given)
11	-1	-4	-2	-3	7	7	-0.8	4	12	4	CCCCN1CC(=O)N2[C@H](c3ccc(Cl)cc3)[C@@H]3C(=O)N(CC)C(=O)[C@@H]3[C@]2(Cc2ccccc2)C1=O
-9	-4	16	-5	7	7	2	-1.0	-4	-1	-8	CCNC(=O)C1CC(=O)N(c2ccc(Br)cc2)C1 (stereo not given)
21	7	1	-22	.	10	-1	-0.8	.	-11	-19	Cc1cccc(NC(=O)Nc2ccc(S(N)(=O)=O)cc2)c1
-19	13	-4	3	8	21	-1	-0.1	-6	-12	-9	Cc1onc(-c2ccccc2)c1-c1csc(N/N=C/c2ccccc2Cl)n1
-11	2	6	-9	-1	5	10	-0.4	-4	-3	-5	Cc1ccc(S(=O)(=O)Nc2ccc3c(c2)C(=O)N([C@H](C)CO)C[C@H](C)[C@@H](CN(C)Cc2ccccc2)O3)cc1
5	-5	8	3	2	-1	-5	0.9	-83	11	2	COC(=O)CSc1nnc(CNC(=O)c2cccs2)n1-c1cccc(C)c1
11	0	-29	-2	0	16	-2	-1.5	4	1	-1	O=C(N/N=C/c1ccc(Cl)cc1)c1nc2ccc([N+](=O)[O-])cc2c(=O)[nH]1
-4	-5	-3	1	-4	20	5	0.5	-1	-6	-2	Cc1ccsc1CNC1CCCCC1
-16	-14	7	-12	-2	-1	4	-2.2	5	23	3	Cc1nc2ccccc2nc1CN1CCN(Cc2ccc(F)c(F)c2)C(CCO)C1 (stereo not given)
-30	-11	7	-7	-2	2	-1	0.0	-9	-10	2	CC(=O)c1cccc(N(CC(=O)Nc2ccccc2F)S(C)(=O)=O)c1
-3	4	13	-7	-6	23	-4	-1.8	-2	-4	4	CCc1c(C)sc(NC(=O)c2cccs2)c1C(=O)OC(C)C
-1	-3	22	5	9	35*	2	8.8*	-17	0	6	CC1CCN(C(=O)c2ccc3c(c2)NC(=O)/C(=C/c2ccccc2)S3)CC1

Next part
SRC2 inh	NR2F2 inh	SRC3 inh	NOD2-RIPK2 inh	EBV LMP1 NFkB	MC4R antag cAMP	ABHD5-PLIN5 inh	MC4R ag barr	TLR9-MyD88 inh	NR5A2 inv ag	SRC1 inh	SMILES
-9	19	17	-6	1	2	-1	-1.0	11	10	19	Cc1cc(NC(=O)NCC(F)(F)F)no1
-25	14	3	1	-6	13	-3	-1.8	-1	-21	-8	CCOc1ccc(C(=O)N2CCN(CC(=O)N3CCCC3)CC2)cc1OCC
-61	-49	-65	-13	6	2	41*	-1.8	-16	-21	-36	CCCn1c(=NC(=O)c2ccco2)c(C(=O)OCC)cc2c(=O)n3ccccc3nc21
-12	-4	7	3	3	-9	-4	3.9	3	21	3	CCCOc1c(Cl)cc(/C=N/O)cc1OCC
-5	-7	17	0	2	5	1	-0.9	-2	-3	8	O=C(c1scc2c1CCCC2)N1CCCCC1
-2	-3	8	-7	2	15	-13	-0.7	-5	3	-11	Cc1cccc(NS(=O)(=O)c2cccc(C(=O)NCCCN3CCOCC3)c2)c1
-15	2	11	-2	0	25	-5	-3.1	-11	-5	-29	CC(OC(=O)CNC(=O)c1ccc(Cl)c([N+](=O)[O-])c1)C(=O)NCc1ccco1 (stereo not given)
-36	-48	-93	-10	-12	3	-7	1.2	0	-162	-92	COCCNC(=O)c1cc(-c2cccc(OC)c2)on1
-18	8	15	-7	30	-15	5	-2.8	5	2	-4	CC1=C(C#N)c2nc(N)c(C#N)c(C)c2/C1=C\c1ccc(-c2ccccc2C(=O)O)o1
-1	6	17	-4	-6	5	-3	0.1	2	4	5	Cc1ccc(C(=O)N[C@H](C(=O)Nc2cc(Cl)cc(Cl)c2)C(C)C)cc1
16	-6	13	-9	-3	3	-3	-2.3	4	7	24	Cc1c(C(=O)NN)nn(-c2ccc(Cl)cc2)c(=O)c1C#N
